High-throughput results: PubChem BioAssay, several laboratories
ERa SRC1 inh – blocks coactivator binding to human estrogen receptor alpha. AID 629. inhibition, % at 25.6 µM. P03372. 86,000 tested, 1.7% active. TR-FRET ER-alpha LBD / SRC-1 peptide, estradiol-bound; in the data active = inhibition above about 50%;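 note: 0% = receptor plus peptide control and 100% = peptide only without receptor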
Target sequence (P03372 whole entry, looked up, the tested form may be a part): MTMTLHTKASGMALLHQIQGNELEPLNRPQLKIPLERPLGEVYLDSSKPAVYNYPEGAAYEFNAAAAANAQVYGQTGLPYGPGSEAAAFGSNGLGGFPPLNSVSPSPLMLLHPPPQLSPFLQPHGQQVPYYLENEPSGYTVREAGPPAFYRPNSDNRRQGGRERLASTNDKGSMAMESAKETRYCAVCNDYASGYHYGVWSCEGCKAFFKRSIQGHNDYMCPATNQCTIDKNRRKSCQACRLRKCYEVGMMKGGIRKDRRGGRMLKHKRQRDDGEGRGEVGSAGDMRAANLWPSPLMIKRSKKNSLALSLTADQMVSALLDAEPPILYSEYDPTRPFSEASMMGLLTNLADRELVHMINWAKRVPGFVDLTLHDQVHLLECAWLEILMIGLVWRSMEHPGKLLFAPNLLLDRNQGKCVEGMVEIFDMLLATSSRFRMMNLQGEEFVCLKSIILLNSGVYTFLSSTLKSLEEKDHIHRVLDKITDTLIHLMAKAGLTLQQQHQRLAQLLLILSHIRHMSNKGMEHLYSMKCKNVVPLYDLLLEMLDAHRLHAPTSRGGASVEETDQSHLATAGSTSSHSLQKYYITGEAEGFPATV
CD11b adhes inh – inhibitors of human CD11b/CD18 binding to fibrinogen; 93,000 tested, 0.54% active; inhibition, % at 10 µM; P05107+P11215; K562 CD11b/CD18 adhesion to fibrinogen, ATPlite luminescence; Mn2+ added to activate the integrin;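 active = primary inhibition of 50% or more at 10 µM, then 40% or more on retest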; note: some results filed as inactive read as strong as hits
Rev-RRE block – HIV Rev-RRE protein-RNA interaction inhibition | Rev peptide-RRE RNA binding, FRET | inhibition, % at 8 µM | 97,000 tested, 0.79% active;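 active = inhibition above the screen-wide mean plus 3 SD, cut at about 35% in these data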;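 note: 0% = median DMSO wells and 100% = median Neomycin B control wells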
Target sequence (P05866 whole entry, looked up): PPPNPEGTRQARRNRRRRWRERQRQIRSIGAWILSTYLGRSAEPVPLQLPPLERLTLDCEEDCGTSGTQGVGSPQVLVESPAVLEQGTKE
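Test system: labelled RRE RNA duplex and labelled Rev peptide. Times: 5 min compound–RNA preincubation, then 15 min with peptide, 25 °C. Doses: single-dose 8 µM. Measured by: FRET, excitation 480 nm, emission 540 nm donor and 671 nm acceptor. Measure: % inhibition of FRET ratio versus controls.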
Mac1 fbg enh – CD11b/CD18-fibrinogen binding enhancement; K562 CD11b/CD18 adhesion to fibrinogen, ATPlite luminescence; activation, % at 10 µM; 93,000 tested, 0.07% active;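 active = 10 µM primary screen giving 50% or more activity, confirmed by 40% or more on retest at that dose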; note: strong numbers were not always called active
PLK1 kinase inh – PLK1 (human) kinase inhibition; 97,000 tested, 0.53% active; AID 619; P53350; recombinant PLK1 kinase, TR-FRET peptide phosphorylation; inhibition, % at 10 µM;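 active = inhibition of 50% or more in the single-concentration screen; inactive = inhibition below 50%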;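 note: 0% = DMSO max control and 100% = H-89 dihydrochloride min control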
ERa coact pot – enhances coactivator binding to human estrogen receptor alpha; P03372; TR-FRET ERalpha-LBD/SRC-Cy5 coactivator binding, 2 h; 100 = basal binding, no effect; coactivator binding (% of control), % at 25.6 µM; 86,000 tested, 1.3% active; AID 639; in the data active = activity above about 200%;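 note: binding measured in presence of low estradiol as agonist stimulus; 0% = peptide alone without receptor and 100% = receptor with peptide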
ERb coact inh – blocks coactivator binding to human estrogen receptor beta. Q92731. 86,000 tested, 1.3% active. TR-FRET ER-beta LBD / SRC1-Cy5 peptide binding; receptor agonist-loaded with 1 µM estradiol. inhibition, % at 25.6 µM;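 active = compounds whose percent inhibition of the receptor-coactivator binding signal exceeds about 50% in the single-dose screen, limit read from the data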;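 note: 0% = receptor plus peptide wells without compound and 100% = peptide-only wells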
FAK blocker – inhibitors of human focal adhesion kinase. 97,000 tested, 0.84% active. inhibition, %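 (tested at 7 µM)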. biochemical FAK kinase activity assay; in the data active = inhibition above about 19%;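 note: 0% = DMSO and 100% = reference compound high control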
Plk1 PBD FP – inhibitors of human Plk1 polo box domain binding; inhibition, %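 (tested at about 20 µM)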; P53350; 97,000 tested, 0.13% active; Plk1 PBD phosphopeptide binding, fluorescence polarization; in the data active = inhibition above about 34%, passing the limit was not always enough
* = called active by the depositor; x = no result given; [ ] = another dose, or the depositor's remark. The order is random; overall some 4.7% were active at least once.

SMILES	ERa SRC1 inh	CD11b adhes inh	Rev-RRE block	Mac1 fbg enh	PLK1 kinase inh	ERa coact pot	ERb coact inh	FAK blocker	Plk1 PBD FP
CCOCCCNC(=O)c1ccc(NC(C)=O)cc1	-1	10	-2	0	-9	110	-2	-3	0
O=C1C2CCCN2C(c2ccc(F)cc2)N1c1cccc(Cl)c1 (stereo not drawn)	8	-2	1	-9	-18	108	-3	-3	-35
N=c1nc(SCCC(=O)O)ss1	-23	-15	2	1	-2	121	0	1	-8
COc1ccc(N2CCN(C(=O)Cc3cccs3)CC2)cc1	0	2	0	-1	-12	116	4	0	-15
NC(=O)CSc1nnc(-c2ccc(S(=O)(=O)N3CCOCC3)cc2)n1CC1CCCO1 (stereo not drawn)	-2	32	3	-5	-9	122	-20	-2	-1
O=C(CSc1nnc(NC(=O)C2CCC2)s1)NC1CC1	4	-4	-1	2	8	86	8	-1	-10
Cc1ccc(-n2nnnc2SCC(=O)c2cc(C)n(-c3cc(C)on3)c2C)cc1	34[fluorescence artefact?]	-11	1	0	0	132[fluorescence artefact?]	22	1	5
COc1ccc(NC(=O)C2CCCN(S(=O)(=O)c3cccs3)C2)cc1OC (stereo not drawn)	-2	0	8	0	-6	112	2	-1	-19
Cc1cc(C)nc(SCC(=O)Nc2cc(C)on2)n1	5	26	7	-3	-1	98	-1[fluorescence artefact?]	0	1
O=C(/C=C/c1ccccc1)N1CCC(Cc2ccccc2)CC1	x	10	5	-2	-5	x	x	-1	-12
COc1ccccc1-c1cc(C(F)(F)F)nc(S(=O)(=O)CCCC(=O)Nc2cc(C)on2)n1	x	-15	12	1	-17	x	x	4	-21
COc1ccc(-c2cc(=O)[nH]c(NCc3ccccc3)n2)cc1	-8	-2	14	-1	-4	84	2	-1	-10
CS(=O)(=O)NCC(c1cccnc1)N1CCN(c2ccc(F)cc2)CC1 (stereo not drawn)	-3	x	11	x	-9	111	-5	-1	-3
Cc1nc(Oc2ccccc2)c2oc3ccccc3c2n1	3	-40	1	-1	-10	100	0	0	-2
COc1ccccc1OCCn1c(CO)nc2ccccc21	2[fluorescence artefact?]	9	5	1	-9	109	-12[fluorescence artefact?]	4	15
COC(=O)c1ccc(Cl)c(NC(=O)CN2CCOCC2)c1	-21	-11	-3	1	-12	104	-4[fluorescence artefact?]	1	-3
Cn1c(=O)[nH]c(=O)c2c1nc(N1CCCC1)n2CCSc1nc2ccccc2[nH]1	x	5	2	-3	-5	x	x	1	-13
Cc1ccc(CNC(=O)COC(=O)c2ccc(S(=O)(=O)N3CCCC3)cc2)cc1	x	6	2	-4	-9	x	x	0	-17
COc1cccc(C(=O)Nc2ccc(NC(C)=O)cn2)c1	-4	x	9	x	-2	105[fluorescence artefact?]	-4	1	1
COc1ccccc1C1C2=C(COC2=O)Nc2cc3c(cc21)OCO3 (stereo not drawn)	x	x	25	x	-12	x	x	5	7

One compound at a time (already shown):
Entry for COc1ccc(-c2cc(=O)[nH]c(NCc3ccccc3)n2)cc1 → ERa SRC1 inh: -8; CD11b adhes inh: -2; Rev-RRE block: 14; Mac1 fbg enh: -1; PLK1 kinase inh: -4; ERa coact pot: 84; ERb coact inh: 2; FAK blocker: -1; Plk1 PBD FP: -10
Entry for O=C(/C=C/c1ccccc1)N1CCC(Cc2ccccc2)CC1 → ERa SRC1 inh: x; CD11b adhes inh: 10; Rev-RRE block: 5; Mac1 fbg enh: -2; PLK1 kinase inh: -5; ERa coact pot: x; ERb coact inh: x; FAK blocker: -1; Plk1 PBD FP: -12
Entry for CS(=O)(=O)NCC(c1cccnc1)N1CCN(c2ccc(F)cc2)CC1 (stereo not drawn) → ERa SRC1 inh: -3; CD11b adhes inh: x; Rev-RRE block: 11; Mac1 fbg enh: x; PLK1 kinase inh: -9; ERa coact pot: 111; ERb coact inh: -5; FAK blocker: -1; Plk1 PBD FP: -3

(continued)
SMILES	ERa SRC1 inh	CD11b adhes inh	Rev-RRE block	Mac1 fbg enh	PLK1 kinase inh	ERa coact pot	ERb coact inh	FAK blocker	Plk1 PBD FP
Cc1cc(C)cc(OCC(=O)OCC(=O)c2c(N)n(C)c(=O)n(C)c2=O)c1	-6	-5	15	-2	2	86	-6	-1	-21
CN=c1scc(C)n1/N=C/c1ccc(O)cc1O	x	x	3	x	-10	x	x	8	-8
C=CCNC(=O)c1onc(CSc2ccc(OC)cc2)c1C(=O)O	x	x	0	x	-11	x	x	-9	14
COc1ccc(CNC(=O)c2c(O)c3cccc4c3n(c2=O)CCC4)cc1	-3	-13	12	1	-27	137	3	1	-17
O=C(Nn1c(=S)[nH]c2ccccc2c1=O)c1ccncc1	-7[fluorescence artefact?]	7	3	-2	-5	135	-2	-6	7
O=C(O)c1ccc(OCc2occc2C(=O)O)cc1	8	-2	3	-2	-15	106	11	2	-4
CN(Cc1ccccc1)C(=O)Cn1c(=O)oc2cc(S(=O)(=O)N3CCCC3)ccc21	-2	0	10	-1	-18	108	-1	3	-25
Cc1ccc(Cl)cc1NC(=O)CSc1nnc(C)n1-c1ccccc1	-1	x	8	x	-12	111	-1	7	-1
O=C(CN1CCN(C(=O)c2cccc(F)c2)CC1)Nc1ccccc1F	12[fluorescence artefact?]	-13	-3	-2	-10	118	1	-2	-12
CC(C)CCOCC(=O)Oc1ccccc1C(=O)O	2	4	2	0	-7	123[fluorescence artefact?]	7	-3	9
O=P(C1=C(N2CCOCC2)/C(=C\c2ccccc2)CC1)(N1CCOCC1)N1CCOCC1	-2	-15	1	1	-13	128	0	1	17
COc1ccc(Nc2nnc(SCC(=O)c3cc(C)n(CC4CCCO4)c3C)s2)cc1 (stereo not drawn)	x	16	2	22	-5	x	x	0	-26
NC(=O)CSc1nnc(-c2ccc(S(=O)(=O)N3CCCC3)cc2)n1Cc1ccco1	-6	-8	0	-5	-18	110	2	2	-13
CCCC(=O)Nc1ccc2oc(-c3ccc(OC)c(Br)c3)nc2c1	9	4	x	43	x	127	-1[fluorescence artefact?]	x	x
Clc1ccc(CSc2nnc(-c3ccccn3)n2Cc2ccco2)c(Cl)c1	-2	-2	2	-2	2	87	18	-3	18
O=C(Cn1nc(C(F)(F)F)c2c1CCC2)N1CCN(c2ccccc2)CC1	2	5	12	-1	-16	112	-6	7	-12
Cc1cc(C)n(C(=O)c2ccc(NC(=O)C3CC3)cc2)n1	12	-32	7	0	-1	125	-9	-2	-8
CCCCCCn1c(COc2ccccc2F)nnc1SCC(=O)N1c2ccccc2NC(=O)C1(C)C	4	22	-2	-3	-2	95	-5	-9	14
Cc1ccc(-n2c(C(C)n3nc(C)c([N+](=O)[O-])c3C)n[nH]c2=S)cc1 (stereo not drawn)	-74[fluorescence artefact?]	x	-1	x	-10	83	-4	1	-9
Cc1cc(NC(=O)Nc2cc(C)nn2-c2ccccc2)n(-c2ccccc2)n1	-6	-10	0	-2	-6	119	-6	4	-12
CC1CCc2sc3nc(N4CCN(CCO)CC4)n4ncnc4c3c2C1 (stereo not drawn)	6	-8	x	3	x	100	-1	x	x
COc1ccc(CC(=O)N2CCc3ccccc32)cc1	-25	x	-1	x	-5	103	-16[fluorescence artefact?]	2	-27
CCC(=O)Nc1nonc1-c1nc2ccccc2n1Cc1ccccc1	19	12	20	-1	-10	113	3	-1	0
CCOC(=O)Nc1c(O)ccc2oc(C)c(-c3ccccc3)c12	2	9	1	4	-4	112	4[fluorescence artefact?]	-3	-3
COc1ccc(C(=O)NCCCN2CCCC2=O)cc1	3	21	8	-4	-32	107	3[fluorescence artefact?]	4	13
O=S(=O)(/C=C/c1ccccc1)Oc1ccccc1	-5	-19	2	-1	-7	90	0	-1	-8
CCOC(=O)N1CCN(C(=O)CSCC(=O)Nc2nc(-c3ccc4c(c3)OCO4)cs2)CC1	4	7	10	-3	0	93	15	-1	-3
CCN(CC)CCCN(C(C)=O)c1nc(-c2cc(OC)ccc2OC)cs1	-1	0	-1	2	6	102	3	-2	-13
O=C(Cc1n[nH]c(=O)[nH]c1=O)N/N=C/c1ccccc1	x	-2	-1	-5	-1	x	x	-4	-22
O=C1/C(=C\Nc2ccc(OC(F)(F)F)cc2)CCN1c1ncccn1	9	3	6	10	-4	113[fluorescence artefact?]	5	1	-31
O=C1C=C(NCc2ccc(Cl)c(Cl)c2)C2(CCCCC2)O1	-4	-1	2	-12	-6	93	-4	0	-3
Nn1cnnc1SCC(=O)Nc1ccc2c(c1)OCCO2	6	7	6	-3	-15	56	3	3	20
CCc1nc2ccc(C(=O)NCc3ccco3)cc2nc1CC	8	0	0	-2	-6	91	17	0	-15
COc1ccc(NC(=O)CCOc2ccccc2)cc1	-2	20	3	3	-2	61	2	2	10
Cc1cc(S(=O)(=O)NC2CCCCC2)ccc1OCC(=O)N1CCOCC1	-4	1	4	-4	-7	104	-10	1	-3
COc1ccccc1Nc1nnc(SCC(=O)N2CCCC2=O)s1	-6	-11	11	0	-3	114	-1	6	22
C=CCNC(=O)C1CC(=O)N(c2ccc(OCC(=O)Nc3ccccc3)cc2)C1 (stereo not drawn)	-18	-15	7	-2	-14	102	-17[fluorescence artefact?]	1	2
C=CCn1c(N)c(C(=O)NCC2CCCO2)c2nc3ccccc3nc21 (stereo not drawn)	-1	5	11	-4	-12	90	-10	11	0
Cn1c(C(=O)NCCN2CCc3ccccc3C2)cc2c(=O)n(C)c3ccccc3c21	27	10	11	60	8	83[fluorescence artefact?]	9[fluorescence artefact?]	12	-11
Cc1ccc(-c2nn(-c3ccccc3)cc2C2CC(c3cccs3)=NN2C(=O)CCC(=O)O)cc1 (stereo not drawn)	0	2	-4	-2	-9	78	-9	-1	4
Cc1cc(C)c(S(=O)(=O)NCCC2CCCN2C)c(C)c1 (stereo not drawn)	1[fluorescence artefact?]	-11	-2	-2	12	96	-3[fluorescence artefact?]	-1	7
O=C(Nc1cnc2ccccn2c1=O)c1ccc(F)cc1	6	-7	5	6	-9	122	65*	0	-19
CCN(CC)c1ccc(NC(=O)CN2C(=O)CSc3ncccc32)c(C)c1	2[fluorescence artefact?]	20	-1	-3	-9	102	15[fluorescence artefact?]	-2	-28
Clc1ccc(Cc2noc(Cc3ccccc3)n2)cc1Cl	3	-1	12	13	-14	101	-4	1	14
Cc1ccc(C(=O)NCCn2cc(SCC(=O)Nc3cc(C)on3)c3ccccc32)cc1	x	-9	6	0	62*	x	x	-9	-3
CCOC(=O)C1CCCN(C(=O)c2cc(Nc3ccc(OC)c(OC)c3)nc3ccccc23)C1 (stereo not drawn)	-3	17	3	1	-3	122	-4	0	-10
Cc1cc(=O)oc(C)c1C(=O)N1CCN(C)CC1	2[fluorescence artefact?]	0	4	1	7	125	-8[fluorescence artefact?]	-4	-2
O=C(CCCl)Nc1cc(SCCO)cc([N+](=O)[O-])c1	x	1	4	-4	-10	x	x	-3	32
Cc1cc(OCC(=O)Nc2ccc3c(c2)OCCO3)cc(C)c1Cl	2	-4	4	-4	-9	78	-28	-2	-2
Cc1cc(C(=O)OCC(=O)Nc2cccc(S(=O)(=O)N3CCOCC3)c2)c(C)o1	-7	2	10	-3	-7	114	1	-1	-13
O=C(c1ccc2nccnc2c1)N1CCN(Cc2ccc3c(c2)OCO3)CC1	-7	-2	6	3	-3	107[fluorescence artefact?]	8	-1	29

3 entries from above, sorted by molecular weight, smallest number first:
SMILES	ERa SRC1 inh	CD11b adhes inh	Rev-RRE block	Mac1 fbg enh	PLK1 kinase inh	ERa coact pot	ERb coact inh	FAK blocker	Plk1 PBD FP
Cc1cc(C)c(S(=O)(=O)NCCC2CCCN2C)c(C)c1 (stereo not drawn)	1[fluorescence artefact?]	-11	-2	-2	12	96	-3[fluorescence artefact?]	-1	7
Cc1cc(OCC(=O)Nc2ccc3c(c2)OCCO3)cc(C)c1Cl	2	-4	4	-4	-9	78	-28	-2	-2
CCOC(=O)C1CCCN(C(=O)c2cc(Nc3ccc(OC)c(OC)c3)nc3ccccc23)C1 (stereo not drawn)	-3	17	3	1	-3	122	-4	0	-10
